# GlmU inhibition: inhibition of mycobacterial GlmU enzyme – biochemical, glucosamine-1-phosphate acetyltransferase (AID 1376); 220,000 compounds, 0.25% hits; M. tuberculosis GlmU acetyltransferase enzyme assay; higher % means a stronger effect; inhibition, %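 (tested at 30 µM in the primary screen)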; hits with a dose series show IC50 in µM; in the data active = inhibition above about 13%;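 note: 0% = complete reaction with vehicle and 100% = reaction without substrate; strong numbers were not always called active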
# Mtb RmlCD inh: blocks M. tuberculosis RmlC and RmlD coupled enzymes; P9WH09+P9WH11; RmlC+RmlD coupled enzyme assay, percent inhibition; primary screen in compound mixtures; inhibition, % at 3.6 µM; 160,000 compounds, 0.03% hits; AID 1533; in the data active = inhibition mostly above about 34%, no sharp cut-off; note: some results filed as inactive read as strong as hits
# Target sequence (P9WH09 whole entry, looked up): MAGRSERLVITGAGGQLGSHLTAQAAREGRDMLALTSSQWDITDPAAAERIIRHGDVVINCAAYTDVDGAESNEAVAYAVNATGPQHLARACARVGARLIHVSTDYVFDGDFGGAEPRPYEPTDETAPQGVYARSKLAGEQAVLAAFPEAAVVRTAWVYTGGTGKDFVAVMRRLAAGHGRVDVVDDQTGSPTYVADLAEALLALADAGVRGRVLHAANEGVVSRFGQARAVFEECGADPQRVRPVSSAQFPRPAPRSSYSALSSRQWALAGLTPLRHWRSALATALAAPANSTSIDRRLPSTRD
# Target sequence (P9WH11 whole entry, looked up): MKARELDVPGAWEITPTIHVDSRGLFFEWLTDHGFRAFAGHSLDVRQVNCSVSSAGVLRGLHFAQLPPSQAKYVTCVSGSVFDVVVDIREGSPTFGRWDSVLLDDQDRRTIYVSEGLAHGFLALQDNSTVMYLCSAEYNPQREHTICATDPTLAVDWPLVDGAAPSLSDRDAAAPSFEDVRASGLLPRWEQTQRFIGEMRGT
# * = called active by the depositor; . = not tested or not shown; & = joins results of further samples. These rows are one share of the data, so the mix of outcomes need not match the whole.
SMILES,GlmU inhibition,Mtb RmlCD inh
O=c1c(/C=N/N2CCOCC2)c(O)n(-c2ccccc2)c(=S)n1-c1ccccc1,1.4%,8
CCCC(C)C(=O)Nc1nnc(C)s1 (stereo unspecified),-1.3%,-11
COc1ccc(-c2csc(NCc3ccco3)n2)cc1,-0.6%,.
CCN(CC)CCNC(=O)C1CCN(S(=O)(=O)N2CCCCC2)CC1,-0.2%,.
CCCCC(=O)N(CCOC)c1nnc(-c2ccc(OC)cc2)s1,6.3%,7
O=C(Nc1cccc(S(=O)(=O)N2CCCCC2)c1)c1ccc2ccccc2n1,5.6%,.
Fc1cccc(-n2c(-c3cccs3)nc3nc4ccccc4nc32)c1,2.3%,5
CCOc1ccc(NC(=O)N(CCN(C)C)C(C)c2ccncc2)cc1 (stereo unspecified),2.7%,3
COc1ccc(-c2nnnn2C)cc1S(=O)(=O)NCCc1ccccc1,0.2%,9
CCCOc1nc(N)c(C#N)c(-c2ccccc2F)c1C#N,0.2%,-6
Cc1[nH]c2ccccc2c1CCO,1.2%,9
CCc1nnc(NS(=O)(=O)c2ccc(NC(=S)NC(=O)/C=C/c3cccs3)cc2)s1,7.6%,0
O=C(NCc1ccncc1)Nc1cc(Cl)ccc1Cl,-6.2%,.
COc1ccc(C(=O)NC(=S)NNC(=O)CCc2ccccc2)cc1,1.4%,.
O=C(O)CNC(=O)CCn1nnc2ccccc2c1=O,1.7%,-8
CCCc1noc2c1/C(=N\O)CC(c1ccccc1)C2 (stereo unspecified),0.7%,.
COc1ccc(C(NC(C)=O)c2cc(Cl)c3cccnc3c2O)cc1OC (stereo unspecified),-1.5%,20
O=C(COc1ccc(Cl)cc1Cl)NNC(=S)Nc1ccc(F)cc1,-2.6%,0
CCOC(=O)C1(Cc2cccc(OC)c2)CCN(Cc2cccc(OCC)c2O)CC1,-2.6%,3
NC(=S)NNc1c(F)c(F)c(F)c(F)c1F,-3.2%,12
Oc1ccc(Br)cc1CN1CCCCCCC1,1.8%,7
CCN(CC)S(=O)(=O)c1ccc(OCC(=O)NC2CCS(=O)(=O)C2)c([N+](=O)[O-])c1 (stereo unspecified),1.6%,4
COc1ccc(/C=N/N=C/c2ccc(OC)c(OC)c2)cc1OC,-1.0%,20
COc1ccc(Cl)cc1S(=O)(=O)NCc1cccnc1,10%,-3
CC(C)Cn1c(SCC(=O)c2c(N)n(C)c(=O)n(C)c2=O)nc2ccccc21,0.2%,-9
O=C(CNC(=O)c1ccccc1)Nc1ccc(Br)cc1C(=O)c1ccccc1,3.6%,-8
CCCC(C(=O)NC1CCCCC1)N(CC1CCCO1)C(=O)CNS(=O)(=O)c1ccc(F)cc1 (stereo unspecified),0.1%,.
CCN(CC)C(=O)C1=C(C)NC(=O)NC1c1ccccc1F (stereo unspecified),4.0%,-10
CC(C)CCn1c(NCCc2ccccc2)nc2c1c(=O)n(C)c(=O)n2C,-5.2%,.
Brc1ccc(-c2csc(Nc3nc(-c4ccc(Br)cc4)cs3)n2)cc1,1.4%,.

# Compounds from the list above with a halogen, in the order listed:
SMILES,GlmU inhibition,Mtb RmlCD inh
Fc1cccc(-n2c(-c3cccs3)nc3nc4ccccc4nc32)c1,2.3%,5
CCCOc1nc(N)c(C#N)c(-c2ccccc2F)c1C#N,0.2%,-6
O=C(NCc1ccncc1)Nc1cc(Cl)ccc1Cl,-6.2%,.
COc1ccc(C(NC(C)=O)c2cc(Cl)c3cccnc3c2O)cc1OC (stereo unspecified),-1.5%,20
O=C(COc1ccc(Cl)cc1Cl)NNC(=S)Nc1ccc(F)cc1,-2.6%,0
NC(=S)NNc1c(F)c(F)c(F)c(F)c1F,-3.2%,12
Oc1ccc(Br)cc1CN1CCCCCCC1,1.8%,7
COc1ccc(Cl)cc1S(=O)(=O)NCc1cccnc1,10%,-3
O=C(CNC(=O)c1ccccc1)Nc1ccc(Br)cc1C(=O)c1ccccc1,3.6%,-8
CCCC(C(=O)NC1CCCCC1)N(CC1CCCO1)C(=O)CNS(=O)(=O)c1ccc(F)cc1 (stereo unspecified),0.1%,.
CCN(CC)C(=O)C1=C(C)NC(=O)NC1c1ccccc1F (stereo unspecified),4.0%,-10
Brc1ccc(-c2csc(Nc3nc(-c4ccc(Br)cc4)cs3)n2)cc1,1.4%,.

# Next records follow:
SMILES,GlmU inhibition,Mtb RmlCD inh
O=C(Nc1ccnc(-c2ccncc2)n1)c1ccc(Cl)cc1,-0.8%,-11
CC1OC(C)(C)OC1C1CNc2nc(NC(=O)C(C)(C)C)[nH]c(=O)c2N1C(=O)c1cccnc1 (stereo unspecified),-0.6%,.
Cc1onc(-c2ccccc2)c1C(=O)N/N=C/c1cc2c(cc1Cl)OCO2,3.4%,.
CC(=O)OC1N=C(c2ccccc2)c2cc(Br)ccc2N(C)C1=O (stereo unspecified),.,5
C=CCOc1ccc(CNc2nccs2)cc1OCC,-0.1%,.
CC1(C)CC(OC(=O)c2ccccc2)CC(C)(C)N1,-3.0%,3
C/C(=N/NC(=O)CNC(=O)COc1ccccc1)c1ccco1,2.6%,.
COc1ccc(-c2nc(C)ncc2-c2csc(C)n2)c(O)c1,-0.3%,.
CC1CCc2c(sc(NC(=O)CSc3nc4c(c(C(F)(F)F)n3)CCc3ccccc3-4)c2C(N)=O)C1 (stereo unspecified),-7.3%,3
O/N=C/c1ccc2ccccc2n1,1.8%,3
COc1ccc(C2=NN(C(=O)CSc3ncccn3)C(c3ccc(OC)cc3)C2)cc1 (stereo unspecified),-0.8%,16
COC(=O)C1=C(c2cccc(OC)c2OC)C[C@@H]2CC[C@H]1N2C(=O)N1CCCCC1,4.0%,.
Cc1cc(C)c2nc3nc(C)c(C)cc3c(N)c2c1,-0.7%,65
CCCCCC(=O)NC(=S)NC1C2CC3CC(C2)CC1C3 (stereo unspecified),4.6%,6
Cc1ccc(Oc2ccc(-c3nnc(-c4ccccc4)o3)cc2[N+](=O)[O-])cc1C,3.0%,-14
C=C(C)Cn1c(COc2ccccc2)nnc1SCC(=O)O,-0.3%,.
Cc1ccccc1Nc1ncccc1C(=O)N1CCOCC1,3.4%,.
CCCCc1nnc(NC(=O)COc2ccc3c(C)cc(=O)oc3c2)s1,-1.4%,11
N#CC1=C(N)SC(N)=C(C#N)C1c1ccc(C(F)(F)F)cc1,-1.4%,.
CCOC(=O)NC(=O)COC(=O)c1cccc2ccccc12,-0.7%,-11
COc1ccc(N2CCN(C(=O)CCS(=O)(=O)c3cccc4nsnc34)CC2)cc1,4.5%,-15
Cc1cccc(OCCCC(=O)Nc2ccc(Br)cc2)c1,0.6%,-10
CN(CCCCCCCCC(=O)/C=N/O)Cc1ccccc1,-0.4%,.
CCC(C)NC(=O)c1cccc(C)c1 (stereo unspecified),-5.0%,3
Cc1cc([N+](=O)[O-])nn1CCCC(=O)Nc1ccc(Cl)cc1Cl,1.2%,.
CN(Cc1ccccc1)C(=O)C1CCCN(Cc2cccc(Cl)c2)C1 (stereo unspecified),-1.0%,8
COc1ccc(/C=N/Nc2c(Cl)cc(Cl)cc2Cl)cc1CN1CCOCC1,-3.2%,.
COc1ccccc1C(=O)N1CCN=C1c1ccccc1,-2.8%,.
Cc1nc(SCC(=O)c2c[nH]c3ccccc23)n[nH]1,-1.5%,-3
COCC(C)n1c(SCc2cc(C(=O)OC)c(C)o2)nc2ccccc2c1=O (stereo unspecified),2.9%,.

# Of the compounds above, these have two or more sulfur atoms.
SMILES,GlmU inhibition,Mtb RmlCD inh
CCc1nnc(NS(=O)(=O)c2ccc(NC(=S)NC(=O)/C=C/c3cccs3)cc2)s1,7.6%,0
CCN(CC)S(=O)(=O)c1ccc(OCC(=O)NC2CCS(=O)(=O)C2)c([N+](=O)[O-])c1 (stereo unspecified),1.6%,4
Brc1ccc(-c2csc(Nc3nc(-c4ccc(Br)cc4)cs3)n2)cc1,1.4%,.
CC1CCc2c(sc(NC(=O)CSc3nc4c(c(C(F)(F)F)n3)CCc3ccccc3-4)c2C(N)=O)C1 (stereo unspecified),-7.3%,3
COc1ccc(N2CCN(C(=O)CCS(=O)(=O)c3cccc4nsnc34)CC2)cc1,4.5%,-15

# Following part:
SMILES,GlmU inhibition,Mtb RmlCD inh
C/C(=N\NC(=O)c1cccs1)c1ccc2c(c1)OCO2,-1.5%,5
CCC(=O)NNc1nc2c(C)cccc2s1,2.2%,7
Cc1cc2nnc(SCC(=O)NCc3cccs3)n2c2ccccc12,3.3%,-4
Cc1ccc2[nH]ccc(=O)c2c1,-0.3%,.
CNc1nc2c3ccccc3n(C(C)=O)c2s1,-2.7%,.
O=C1NC(=O)N(c2ccc3c(c2)OCO3)C(=O)/C1=C/c1ccc(N2CCCC2)o1,3.3%,.
N#C/C(=N\Nc1ccc(Cl)cc1)C(=N)N1CCCCC1,-0.9%,.
CCn1c(SCc2nc(CC(=O)Nc3ccccc3OC)no2)nnc1-c1cccs1,-3.3%,1
CSc1ccccc1NC(=O)CN1c2ccccc2CC1C (stereo unspecified),-3.8%,-15
O=c1c(C=NCc2cccs2)c(O)n(C2CCCCC2)c(=O)n1C1CCCCC1,2.0%,0
CCc1nnc(NC(=O)CSc2nnc(-c3c[nH]c4ccccc34)n2CC)s1,2.5%,.
COc1cc(C(=S)N2CCC(C(N)=O)CC2)ccc1O,15%,-7
COc1ccc(S(=O)(=O)N(CCCN2CCCC2=O)Cc2cc3c(C)ccc(C)c3[nH]c2=O)cc1,2.2%,2
Cc1nc2sc(C(c3cccs3)N3CCN(c4cccc(Cl)c4)CC3)c(O)n2n1 (stereo unspecified),-3.7%,9
O=C(Nc1ccccc1O)c1ccc(Cl)cc1,2.1%,10
FCCCOc1ccc(-c2nccc(-c3ccc(Cl)cc3)n2)cc1,1.4%,-7
O=C(CCNC(=O)c1ccccc1Cl)Nc1ccc(S(=O)(=O)Nc2ncccn2)cc1,-1.1%,-4
O=[N+]([O-])c1ccc(Cc2ccncc2)cc1,-2.8%,-3
Cc1ccc(NC(=O)Nc2ccc3c(c2)nc(C)n3C)cc1,2.7%,.
S=C(Nc1ccccc1Oc1ccccc1)Nc1cccc(Cl)c1Cl,-1.8%,6
O=C(Cn1c(=O)n(CC2CCCO2)c(=O)c2ccccc21)c1ccccc1 (stereo unspecified),2.0%,-4
O=[N+]([O-])c1ccccc1-c1cc(-c2cc(Cl)ccc2O)n[nH]1,2.2%,.
O=C(O)COc1c(Cl)cc(/C=C2\NC(=O)NC2=O)cc1Br,3.9%,-16
Cn1nc(C(=O)Nc2ccc(S(=O)(=O)N3CCOCC3)cc2)c2ccccc2c1=O,2.2%,3
Cc1c(NC(=O)CSc2nc(-c3ccco3)cc(C(F)(F)F)n2)c(=O)n(-c2ccccc2)n1C,-1.1%,.
Nc1ccc2nc(N3CCOCC3)sc2c1,-3.8%,18
O=c1cc(-c2cccc(Cl)c2)oc2cccc(O)c12,-1.2%,.
O=C(/C=C/c1ccc(Cl)cc1Cl)Nc1ccncc1,-5.4%,8
CCOC(=O)N1CCN(C(=S)NC(=O)c2ccc(Br)cc2)CC1,-7.0%,-7
CC(C)Cn1c(N)c(S(=O)(=O)c2cccs2)c2nc3ccccc3nc21,-2.6%,-11
Cc1ccc(C)c(C(C)NC(=O)C2C3CCC(O3)C2C(=O)O)c1 (stereo unspecified),3.4%,-19
CCOC(=O)C1(Cc2ccc(OC)cc2)CCN(C(=O)Cc2cccnc2)CC1,0.3%,.
Cc1onc(-c2ccccc2)c1C(=O)N1CCN(C/C=C/c2ccccc2)CC1,-3.5%,-4
Cc1ccc(-c2cnc(N)n2C)cc1C,-0.3%,.
CCOC(=O)NC(=O)COC(=O)CCCSc1nc2ccccc2s1,-0.3%,.
CCN(CC)C(=O)Cn1nnc(-c2ccc(S(C)(=O)=O)cc2)n1,-3.2%,7
CC(=O)Nc1ccc(N=Nc2ccccc2)cc1,5.0%,6
CCOP(=O)(/C(C#N)=C(\C)O)c1ccccc1 (stereo unspecified),6.7%,13
COC(=O)C1=C(Nc2ccccc2NC(=O)c2ccccc2C(=O)O)CSC1,-3.9%,-14
Cc1ccc(NC(=O)Nc2cccn(Cc3c(F)cccc3Cl)c2=O)cc1,2.5%,4
COc1cc(-c2nc3cnccn3c2Nc2ccccc2)ccc1O,-2.7%,.
CC1=C(C)/C(=N\OC(=O)/C=C/c2ccccc2)C=CC1=O,-2.5%,-1
COCCN(C(=S)Nc1ccc(OC)cc1)C(C)c1cccs1 (stereo unspecified),1.8%,6
O=C(Nc1ccc(N2C(=O)CCC2=O)cc1Cl)c1cccs1,0.6%,5
O=C(c1ccc(COc2ccc(Br)cc2)o1)N1N=C(C(F)F)CC1(O)C(F)F (stereo unspecified),-2.8%,8
CCOC(=O)C1(c2ccccc2)CCN(CCC(C#N)(c2ccccc2)c2ccccc2)CC1,-2.5%,.
COc1ccc2oc(C(F)(F)C(F)F)cc(=O)c2c1,-1.9%,.
Cc1ccc(NC(=O)C2(NC(=O)c3ccccn3)CCCCC2)cc1Br,0.7%,.
CCOC(=O)c1cnc2ccccc2c1NCCc1ccc(OC)c(OC)c1,1.4%,.
NC(=O)c1ccc(N2CCCCC2)c(N2C(=O)CCC2=O)c1,5.5%,.
C[n+]1ccccc1/C=N/O,1.3%&-0.9%,.
Cc1ccc(C(=O)Nc2ccccc2N2CCN(C(=O)C(C)C)CC2)cc1,-1.6%,-1
FC(F)(F)c1cccc(N2Cc3ccccc3C2)c1,-1.2%,.
Cc1cc(-c2csc(N)n2)c(C)n1-c1ccc(Cl)c(Cl)c1,-3.0%,.
O=C1Cc2ccccc2Sc2ccc(O)cc21,1.2%,-10
CC(C)C(NC(=O)c1ccccc1Cl)C(=O)OCc1nc2scc(-c3ccccc3Cl)c2c(=O)[nH]1 (stereo unspecified),3.1%,12
C=C(C(=O)c1ccccc1)C(C)CC(=O)c1ccccc1 (stereo unspecified),-0.8%,28
NP(=O)(OCC(F)(F)F)Oc1ccc(Cl)cc1 (stereo unspecified),-2.5%,-10
COc1cc2c(cc1OC)C(CSc1ccccc1C(=O)O)=NC(C)(C)C2,-2.1%,8
